MgcRacGAP inhibition: MgcRacGAP GTPase-activating activity inhibitors, confirmation, biochemical, ADP Hunter fluorescence | Rac GTPase-activating protein 1 (Homo sapiens) | MgcRacGAP-stimulated Rac1 GTP hydrolysis, ADP Hunter fluorescence; higher % means a stronger effect; GST-tagged Rac1 F28L mutant substrate | one-dose inhibition, % at 30 µM; IC50 in µM for titrated hits | actives 0.6% (n = 340,000);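 active means first-screen hits whose inhibition reached a set limit at any dose in the follow-up dose series; inconclusive means inhibition above the set first-screen limit but never retested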;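 further: fluorescence reports GDP produced by GAP-driven GTP hydrolysis; strong numbers were not always called active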
NS5 inhibitors: Dengue-2 NS5 methyltransferase inhibitors, primary screen, biochemical, confirmation dose response (AID 588689); inhibition, % at 25 µM; hits with a dose series show IC50 in µM; Dengue-2 NS5 methyltransferase capping enzyme assay, biochemical; higher % means a stronger effect; Genome polyprotein (Dengue virus type 2 (strain 16681-PDK53)); actives 0.3% (n = 340,000); in the data active means a potency from the dose series; inconclusive means inhibition above about 29% without an active follow-up result
West Nile virus CPE: West Nile virus antiviral activity, cell-based, CPE readout (AID 1621). actives 0.02% (n = 290,000). one-dose CPE inhibition, % at 10 µM; IC50 in µM for titrated hits. West Nile virus-infected cells, CPE inhibition; higher % means a stronger effect; in the data active means a potency from the dose series; inconclusive means CPE inhibition mostly from about 3.7% at the one dose, without a potency; inactive means the rest, 99 in 100 with CPE inhibition below about 2.2%; further: strong numbers were not always called active
Large T inhibition: SV40 large T antigen inhibitors, biochemical (AID 1903). SV40 large T antigen ATPase/helicase inhibition assay; higher % means a stronger effect. one-dose inhibition, % at 20 µM; IC50 in µM for titrated hits. actives 0.39% (n = 310,000); in the data active means a potency from the dose series; inconclusive means inhibition mostly from about 32% at the one dose, without a potency; inactive means the rest, 99 in 100 with inhibition below about 32%; further: strong numbers were not always called active
AID2073: inhibitors of Mint1-CaV2.2 protein interaction, biochemical, HTRF (AID 2073). HTRF protein-protein interaction, Mint1-CaV2.2; higher % means a stronger effect. one-dose inhibition, % at 20 µM; IC50 in µM for titrated hits. actives 0.19% (n = 290,000); in the data active means inhibition mostly above about 51%, no sharp cut-off; inconclusive means no clear call, values can overlap the other calls; inactive means mostly below about 53%; further: some results filed as inactive read as strong as hits
UTI89 phage lysis: inhibition of K1F phage lysis, E. coli UTI89, bacterial capsule biogenesis inhibitors, alamar blue (AID 488966); actives 0.02% (n = 340,000); E. coli UTI89 K1F phage lysis, alamar blue, 2 h; higher % means a stronger effect; inhibition, % at 100 µM, or IC50 in µM where a hit was titrated;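 active means phage lysis inhibition, versus mean bacterial control, above a set limit; inconclusive means no clear call, values can overlap the other calls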;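 further: capsule biogenesis inhibitors block K1F phage lysis so surviving cells raise fluorescence; higher fluorescence means more inhibition of phage lysis; actives were called in the ten point dose series up to 300 µM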
Siah-1 displacement: Siah-1 peptide-binding antagonists, primary screen, biochemical, fluorescence polarization, rhodamine-plectin, uHTS (AID 1817) | Siah-1 / rhodamine-plectin peptide fluorescence polarization; higher % means a stronger effect | displacement, % at 20 µM; hits with a dose series show IC50 in µM | actives 0.02% (n = 290,000);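 active means displacement of at least 50% at 20 µM, with a fluorescence ratio check between 0.3 and a set limit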;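 further: plate controls were Siah plus tracer with DMSO for no effect and tracer alone without Siah for full effect; strong numbers were not always called active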
RSV antiviral HEp-2: RSV antiviral activity via CPE protection, HEp-2 cells, primary 10 µM value included (AID 2391); HEp-2 cells, RSV-induced CPE inhibition; higher % means a stronger effect; one-dose CPE inhibition, % at 10 µM; IC50 in µM for titrated hits; actives 0.13% (n = 310,000); in the data active means a potency from the dose series; inconclusive means CPE inhibition mostly from about 23% at the one dose, without a potency; inactive means the rest, 99 in 100 with CPE inhibition below about 21%; further: strong numbers were not always called active
NTR1 ag: agonists of NTR1, primary screen, imaging, U2OS cells, beta-arrestin-GFP, high content (AID 493036). NTR1-U2OS beta-arrestin-GFP spot imaging, agonist mode. activation, % at 20 µM. actives 0.17% (n = 330,000);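 active means activation at or above 40% of the spot to cytoplasm intensity ratio, with at least 20 cells analyzed; inconclusive means wells under 20 cells, flagged as cytotoxic or low count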;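 further: 0% = DMSO without peptide and 100% = 100 nM NTR1 peptide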
Target sequence (P30989 whole entry, looked up): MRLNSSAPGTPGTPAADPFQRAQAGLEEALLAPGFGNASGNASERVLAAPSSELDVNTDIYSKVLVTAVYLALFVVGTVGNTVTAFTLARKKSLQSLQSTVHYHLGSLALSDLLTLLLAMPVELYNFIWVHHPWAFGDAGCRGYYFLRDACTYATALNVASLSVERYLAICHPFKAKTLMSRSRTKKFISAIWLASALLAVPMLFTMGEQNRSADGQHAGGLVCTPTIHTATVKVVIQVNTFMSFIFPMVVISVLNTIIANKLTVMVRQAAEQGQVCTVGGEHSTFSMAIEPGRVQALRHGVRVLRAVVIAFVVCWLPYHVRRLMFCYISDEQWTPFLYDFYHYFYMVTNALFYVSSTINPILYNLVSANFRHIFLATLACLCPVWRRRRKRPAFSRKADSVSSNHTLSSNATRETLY
NTR1 ag cell count 20 µM: recorded beside NTR1 ag, whose call it bears; cell count; measured here: cell count, cytotoxicity flag
NS5 inhibitors pilot replicate: further read-out of NS5 inhibitors, marked with its call; inhibition, %; measured here: pilot screen replicate inhibition
* = called active by the depositor; [ ] = remark or other dose.

Screening O=C(O)c1ccc(Cl)c(S(=O)(=O)Nc2ccc3[nH]c(=O)[nH]c3c2)c1 returned MgcRacGAP inhibition 9%, NS5 inhibitors 2%, West Nile virus CPE -0.1%, Large T inhibition 27%, AID2073 11%, UTI89 phage lysis 0.0%, Siah-1 displacement -12%, RSV antiviral HEp-2 -0.2%, NTR1 ag 0.1 and NTR1 ag cell count 20 µM 64.
Screening NS(=O)(=O)c1ccc(CNC(=S)NC2CC2)cc1 returned MgcRacGAP inhibition -1%, NS5 inhibitors 5%, West Nile virus CPE 0.8%, Large T inhibition 2%, AID2073 -29%, UTI89 phage lysis 0.0%, Siah-1 displacement -1%, RSV antiviral HEp-2 -0.3%, NTR1 ag -1.6 and NTR1 ag cell count 20 µM 93.
For COc1cc(Br)cc(C2C3=C(CCCC3=O)N(c3ccc(F)cc3)C3=C2C(=O)CCC3)c1O the results were MgcRacGAP inhibition 8%, NS5 inhibitors -3%, West Nile virus CPE -0.7%, Large T inhibition 8%, AID2073 3%, UTI89 phage lysis 1.6%, Siah-1 displacement -4%, RSV antiviral HEp-2 0.1%, NTR1 ag 1.6 and NTR1 ag cell count 20 µM 46.
For CC/C(Cc1ccccc1)=N/NC(=O)CNC(=O)c1ccc(Cl)cc1Cl the results were MgcRacGAP inhibition 10%, NS5 inhibitors 6%, West Nile virus CPE 1.3%, AID2073 -1%, UTI89 phage lysis -0.1%, Siah-1 displacement 8%, NTR1 ag 0.8 and NTR1 ag cell count 20 µM 66.
For COc1ccccc1NC(=O)Cc1ccc(-c2ccccc2)cc1 the results were MgcRacGAP inhibition 10%, NS5 inhibitors -6%, West Nile virus CPE -0.5%, Large T inhibition 9%, AID2073 1%, UTI89 phage lysis 0.0%, Siah-1 displacement 2%, RSV antiviral HEp-2 inconclusive, NTR1 ag 0.1 and NTR1 ag cell count 20 µM 48.
For O=S(=O)(N1CCCCCC1)N1CCN(S(=O)(=O)N2CCCCC2)CC1 the results were MgcRacGAP inhibition 6%, NS5 inhibitors -2%, West Nile virus CPE 0.1%, Large T inhibition -12%, AID2073 -5%, UTI89 phage lysis -0.4%, Siah-1 displacement 0%, RSV antiviral HEp-2 1.9%, NTR1 ag 0.9 and NTR1 ag cell count 20 µM 52.
For C1CN(c2nc(N3CCOCC3)nc(N3CCOCC3)n2)CCO1 the results were West Nile virus CPE 0.3%, Large T inhibition 3%, AID2073 -15%, Siah-1 displacement 9%, RSV antiviral HEp-2 -0.3%, NTR1 ag -0.4 and NTR1 ag cell count 20 µM 70.
COC(=O)c1ccc(COc2ccccc2/C=C(\C#N)C(=O)Nc2c(C)cc(C)cc2C)cc1 was read as MgcRacGAP inhibition 8%, NS5 inhibitors 2%, West Nile virus CPE inconclusive, Large T inhibition 8%, AID2073 9%, UTI89 phage lysis -0.2%[50 µM], Siah-1 displacement -7%, RSV antiviral HEp-2 -2.6%, NTR1 ag 6.7 and NTR1 ag cell count 20 µM 63.
For O=c1[nH]c2ccccc2nc1/C=C/c1ccc(Cl)cc1 the results were MgcRacGAP inhibition 3%, NS5 inhibitors 23%, West Nile virus CPE -0.3%, Large T inhibition -1%, AID2073 30%, UTI89 phage lysis 0.9%, Siah-1 displacement 8%, RSV antiviral HEp-2 2.1%, NTR1 ag 1.5 and NTR1 ag cell count 20 µM 41.
`Cc1cc(C)cc(NC(=S)N2CCN(CCO)CC2)c1` gave MgcRacGAP inhibition 0%, NS5 inhibitors 1%, West Nile virus CPE 0.2%, Large T inhibition 24%, AID2073 -3%, UTI89 phage lysis 2.1%, Siah-1 displacement -6%, RSV antiviral HEp-2 0.1%, NTR1 ag 1.5 and NTR1 ag cell count 20 µM 45.
For O=C(CCCOc1ccc(Cl)cc1Cl)NCCCO the results were MgcRacGAP inhibition 7%, NS5 inhibitors 6%, West Nile virus CPE 0.1%, Large T inhibition 0%, AID2073 -5%, UTI89 phage lysis 0.2%[50 µM], Siah-1 displacement -4%, RSV antiviral HEp-2 1.0%, NTR1 ag 2.3 and NTR1 ag cell count 20 µM 66.
Screening COCCn1nnnc1C(c1cccc(C(F)(F)F)c1)N1CCN(Cc2ccccc2)CC1 (stereo unspecified) returned MgcRacGAP inhibition 9%, NS5 inhibitors -2%, West Nile virus CPE -0.8%, Large T inhibition 18%, AID2073 -2%, UTI89 phage lysis -0.1%, Siah-1 displacement 3%, RSV antiviral HEp-2 -0.3%, NTR1 ag 2.4 and NTR1 ag cell count 20 µM 50.
For Cc1cnn(CCC(=O)NNC(=S)Nc2ccccc2)c1 the results were MgcRacGAP inhibition 7%, NS5 inhibitors 1%, West Nile virus CPE 0.0%, Large T inhibition 17%, AID2073 -33%, UTI89 phage lysis 5.0%, Siah-1 displacement -2%, RSV antiviral HEp-2 1.1%, NTR1 ag -0.6 and NTR1 ag cell count 20 µM 81.
`Cc1c(C(=O)Nc2ccc(S(=O)(=O)N(C)C3CCN(C)CC3)cc2)oc2c(Cl)cccc12` gave MgcRacGAP inhibition 14%, NS5 inhibitors -6%, Large T inhibition 10%, UTI89 phage lysis -0.1%[50 µM], RSV antiviral HEp-2 -2.9%, NTR1 ag 17 and NTR1 ag cell count 20 µM 46.
Screening C=CCOc1ccc(/C=C/C(=O)OCC(=O)N(C)CC(=O)Nc2ccccc2Cl)cc1 returned MgcRacGAP inhibition 3%, NS5 inhibitors 1%, Large T inhibition 11%, UTI89 phage lysis 0.1%[50 µM], RSV antiviral HEp-2 6.5%, NTR1 ag 0.1 and NTR1 ag cell count 20 µM 68.

Next part (2 carried over from the part before).
`Cc1c(C(=O)Nc2ccc(S(=O)(=O)N(C)C3CCN(C)CC3)cc2)oc2c(Cl)cccc12` gave MgcRacGAP inhibition 14%, NS5 inhibitors -6%, Large T inhibition 10%, UTI89 phage lysis -0.1%[50 µM], RSV antiviral HEp-2 -2.9%, NTR1 ag 17 and NTR1 ag cell count 20 µM 46.
Screening C=CCOc1ccc(/C=C/C(=O)OCC(=O)N(C)CC(=O)Nc2ccccc2Cl)cc1 returned MgcRacGAP inhibition 3%, NS5 inhibitors 1%, Large T inhibition 11%, UTI89 phage lysis 0.1%[50 µM], RSV antiviral HEp-2 6.5%, NTR1 ag 0.1 and NTR1 ag cell count 20 µM 68.
Screening CCOC(=O)C1CCCN(C(=O)Cn2cccc2C(=O)c2ccccc2)C1 (stereo unspecified) returned MgcRacGAP inhibition 10%, NS5 inhibitors -3%, West Nile virus CPE 0.1%, Large T inhibition 6%, AID2073 -12%, UTI89 phage lysis 0.3%, Siah-1 displacement -4%, RSV antiviral HEp-2 2.9%, NTR1 ag 0.5 and NTR1 ag cell count 20 µM 58.
Screening COC(=O)c1ccc(COC(=O)c2cc3ccccc3oc2=O)cc1 returned MgcRacGAP inhibition 5%, NS5 inhibitors -9%, West Nile virus CPE -1.1%, Large T inhibition 4%, AID2073 -1%, UTI89 phage lysis 0.9%, Siah-1 displacement 12%, RSV antiviral HEp-2 0.9%, NTR1 ag 1.2 and NTR1 ag cell count 20 µM 68.
Cc1oc2c(c1C(=O)NCc1ccccc1)CCCC2 was read as MgcRacGAP inhibition 5%, NS5 inhibitors -1%, West Nile virus CPE 0.0%, Large T inhibition 3%, AID2073 30%, UTI89 phage lysis 3.8%, Siah-1 displacement 1%, RSV antiviral HEp-2 2.7%, NTR1 ag 0.8 and NTR1 ag cell count 20 µM 28.
For CC(C)CC(=O)Nc1nnc(SCC(=O)NCC2CCCO2)s1 (stereo unspecified) the results were MgcRacGAP inhibition 5%, NS5 inhibitors -1%, West Nile virus CPE -0.4%, Large T inhibition 10%, AID2073 7%, UTI89 phage lysis 0.4%[50 µM], Siah-1 displacement -1%, RSV antiviral HEp-2 0.1%, NTR1 ag -0.5 and NTR1 ag cell count 20 µM 58.
Screening CCN(CC)c1nc(N(CC)CC)[nH]c(=O)n1 returned MgcRacGAP inhibition 7%, NS5 inhibitors 5%, West Nile virus CPE 0.0%, UTI89 phage lysis 0.2%, RSV antiviral HEp-2 1.4%, NTR1 ag -0.6 and NTR1 ag cell count 20 µM 85.
For COCCn1c(SCC(=O)Nc2ccccc2C(F)(F)F)nc2ccccc2c1=O the results were MgcRacGAP inhibition 7%, NS5 inhibitors 1%, West Nile virus CPE -1.2%, Large T inhibition -6%, AID2073 4%, UTI89 phage lysis 0.0%, Siah-1 displacement -1%, RSV antiviral HEp-2 0.5%, NTR1 ag -0.3, NTR1 ag cell count 20 µM 59 and NS5 inhibitors pilot replicate -4.6.
For CC1=Nc2cc(C(=O)NCC3CCCO3)ccc2Sc2ccc(Br)cc21 (stereo unspecified) the results were MgcRacGAP inhibition 12%, NS5 inhibitors 0%, West Nile virus CPE 0.1%, Large T inhibition 20%, AID2073 -26%, UTI89 phage lysis -1.3%[50 µM], Siah-1 displacement 16%, RSV antiviral HEp-2 -0.2%, NTR1 ag 3.7 and NTR1 ag cell count 20 µM 40.
For CCOC(=O)N1CCN(C(=O)c2ccc(Cl)nc2)CC1 the results were MgcRacGAP inhibition 4%, NS5 inhibitors 1%, West Nile virus CPE 0.1%, Large T inhibition 18%, AID2073 8%, UTI89 phage lysis 0.3%, Siah-1 displacement -8%, RSV antiviral HEp-2 0.3%, NTR1 ag 0.7 and NTR1 ag cell count 20 µM 60.
`COc1ccc(C(=O)O)cc1NCc1ccc(C)s1` gave MgcRacGAP inhibition 11%, NS5 inhibitors 6%, West Nile virus CPE 0.8%, Large T inhibition 11%, AID2073 -5%, UTI89 phage lysis -0.3%, Siah-1 displacement -4%, RSV antiviral HEp-2 1.6%, NTR1 ag 1.0 and NTR1 ag cell count 20 µM 57.
CCCCCCCCNc1ncnc2ccccc12 was read as MgcRacGAP inhibition 2%, NS5 inhibitors -3%, West Nile virus CPE 0.2%, Large T inhibition -17%, AID2073 3%, UTI89 phage lysis 5.9%, Siah-1 displacement 2%, RSV antiviral HEp-2 -0.9%, NTR1 ag 0.2 and NTR1 ag cell count 20 µM 47.
Screening Nc1cc(N)cc(-c2nc3ccccc3[nH]2)c1 returned MgcRacGAP inhibition 10%, NS5 inhibitors 6%, West Nile virus CPE 0.3%, Large T inhibition 6%, AID2073 15%, UTI89 phage lysis 0.3%, Siah-1 displacement -5%, RSV antiviral HEp-2 0.8%, NTR1 ag -0.8 and NTR1 ag cell count 20 µM 36.
For O=C(O)c1cc2c(=O)c3ccccc3oc2nc1C(F)(F)F the results were MgcRacGAP inhibition 7%, NS5 inhibitors -9%, West Nile virus CPE -0.9%, Large T inhibition 3%, AID2073 6%, UTI89 phage lysis 0.1%, Siah-1 displacement -4%, RSV antiviral HEp-2 0.3%, NTR1 ag -2.0 and NTR1 ag cell count 20 µM 92.

Screens (PubChem)
